PPC-1+TRAIL kill – compounds killing PPC-1 cancer cells with TRAIL present (potentiator screen, no TRAIL-free arm); PPC-1 cells + TRAIL, ATPLite viability luminescence; cell killing (% activity), % at 4 µM; 220,000 compounds, 0.41% hits; AID 1443;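 active = cell killing above 50% in the first pass at 4 µM, then a duplicate retest at 5 µM averaging 50% or more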;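 also: plate controls were cells with TRAIL plus DMSO for no effect and medium-only wells lacking cells for full effect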
KCC2 mod – modulates chloride dependent transport by human KCC2; Q9H2X9; 190,000 compounds, 2.2% hits; AID 1456; B-score of Tl+ flux slope (higher = more flux/activation; lower = inhibition) at 10 µM; KCC2 cells, thallium flux FluoZin-2 fluorescence;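 active = thallium flux slope and its plate-corrected score both differing from the plate sample mean at a set confidence after two filtering rounds, in either direction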;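 also: slope of fluorescence scaled to starting intensity during 10 to 20 s after thallium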
Target sequence (Q9H2X9 whole entry, looked up): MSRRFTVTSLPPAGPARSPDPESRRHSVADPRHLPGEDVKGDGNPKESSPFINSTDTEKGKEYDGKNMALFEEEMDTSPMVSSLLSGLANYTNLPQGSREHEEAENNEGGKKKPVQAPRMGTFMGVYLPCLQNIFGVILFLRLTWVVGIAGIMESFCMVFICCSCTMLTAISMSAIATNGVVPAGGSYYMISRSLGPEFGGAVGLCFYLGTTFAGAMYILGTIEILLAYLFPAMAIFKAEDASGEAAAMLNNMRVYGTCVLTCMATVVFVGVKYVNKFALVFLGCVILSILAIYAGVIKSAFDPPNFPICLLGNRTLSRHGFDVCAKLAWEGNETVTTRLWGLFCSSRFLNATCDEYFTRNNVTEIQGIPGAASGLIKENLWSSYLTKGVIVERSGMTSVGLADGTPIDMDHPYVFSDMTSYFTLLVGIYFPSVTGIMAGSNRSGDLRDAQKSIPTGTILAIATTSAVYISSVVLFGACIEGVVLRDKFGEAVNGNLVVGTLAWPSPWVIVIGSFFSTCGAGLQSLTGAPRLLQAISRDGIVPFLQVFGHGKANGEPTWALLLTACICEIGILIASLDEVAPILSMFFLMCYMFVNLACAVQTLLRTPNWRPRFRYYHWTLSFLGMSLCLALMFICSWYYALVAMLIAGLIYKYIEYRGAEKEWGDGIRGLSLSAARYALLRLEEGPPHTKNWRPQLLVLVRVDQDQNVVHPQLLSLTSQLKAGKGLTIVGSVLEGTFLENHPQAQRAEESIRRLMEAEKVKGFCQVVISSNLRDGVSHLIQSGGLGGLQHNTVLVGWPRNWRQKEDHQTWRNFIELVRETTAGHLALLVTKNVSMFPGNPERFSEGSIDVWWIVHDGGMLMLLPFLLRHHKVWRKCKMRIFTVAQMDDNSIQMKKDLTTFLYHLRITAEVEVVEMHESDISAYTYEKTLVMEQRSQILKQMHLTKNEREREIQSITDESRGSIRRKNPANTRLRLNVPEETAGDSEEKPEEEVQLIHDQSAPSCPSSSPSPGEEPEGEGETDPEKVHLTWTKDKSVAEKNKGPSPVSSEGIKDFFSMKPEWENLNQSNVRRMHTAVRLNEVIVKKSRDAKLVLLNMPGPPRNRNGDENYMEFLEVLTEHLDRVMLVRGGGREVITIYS
EBV gp42 block – inhibitors of Epstein-Barr virus glycoprotein 42. Q1HVG2. Fluorescence polarization binding assay, mP read-out. inhibition, % (tested at 21.74 µM). 220,000 compounds, 0.42% hits. AID 1085; in the data active = inhibition above about 50%
TRPML3 agonist – human mucolipin-3 channel agonism | Q8TDD5 | HEK293 TRPML3-YFP, Fluo-8 calcium fluorescence; 100% = the carbachol control signal | activation, % at 3 µM | 220,000 compounds, 0.29% hits;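 active = activation above its plate's cutoff, the mean activation of the plate's test wells plus 3 SD, cut at about 12% in these data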;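 also: 0% = DMSO only wells and 100% = carbachol wells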
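Material: TRPML3-YFP stable HEK293 cells | Dosing: One concentration, 3 µM nominal, 0.3% DMSO | Timing: 125 s total fluorescence read per well | Technique: Fluo-8 calcium dye fluorescence, ex 470-495, em 515-575 nm | Measure: Percent activation from peak-to-basal fluorescence ratio, scaled between DMSO and carbachol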
Furin inh – blocks human furin protease activity; P09958; purified furin, fluorogenic substrate cleavage; inhibition, % at 30 µM; 220,000 compounds, 0.061% hits; AID 463115; in the data active = inhibition above about 25%; also: inactives centre near -15
Thrombin inh – thrombin (human) inhibition; alpha-thrombin, Boc-VPR-AMC fluorogenic substrate cleavage; inhibition, % at 5 µM; 220,000 compounds, 0.26% hits;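 active = inhibition at or above 40%; inactive = inhibition below 40%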;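 also: 0% = enzyme with no compound and 100% = wells without enzyme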
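Test system: human alpha-thrombin protein / Dosing: one concentration per compound, 5 µM, with 0.2% DMSO / Medium: pH 7.5 Tris-saline with Tween 20 / Benchmarks: no-compound enzyme wells and no-enzyme blanks / Read-out basis: percent inhibition of thrombin substrate cleavage / Timing: reaction at room temperature / Measured by: fluorescence, ex 355 nm, em 460 nm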
TbHK1 inh – T. brucei hexokinase 1 inhibition; recombinant TbHK1, G6PDH-coupled NADH A340; inhibition, % at 10 µM; 220,000 compounds, 0.11% hits; AID 1430;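 active = inhibition of 50% or more in the single-dose primary screen; inactive = inhibition below 50%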
TRPN1 ag – zebrafish TRPN1 (NompC) channel agonism | HEK293 zebrafish TRPN1-YFP, Fluo-8 calcium fluorescence; 100% = response to 87 µM carbachol | activation, % at 3 µM | 220,000 compounds, 0.18% hits;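 active = activation above its plate's cutoff, the mean activation of test wells on that plate plus 3 SD, cut at about 19% in these data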;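 also: 0% = DMSO alone and 100% = 87 µM carbachol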
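Material – zebrafish TRPN1-YFP in HEK293 cells · Doses – 3 µM single point · Schedule – dye 1 h 37 °C plus 30 min RT · Signal – Fluo-8 calcium fluorescence, excitation 470-495 nm, emission 515-575 nm · Read-out – % activation versus carbachol response · Control set – carbachol high, DMSO low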
Calpain2 inh – calpain II (pig) inhibition | purified calpain II, fluorogenic peptide substrate, 30 min | inhibition, % at 16 µM | 220,000 compounds, 0.37% hits | AID 1236;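 active = inhibition above about 50%, limit read from the data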
* marks the source's active call; other numbers are inactive results; i = inactive; . = no result given; [ ] = remark or other dose.

1: O=C(Nc1nccs1)c1cc(N2CCOCC2)nc2ccccc12
2: CN(C(=S)NC(=O)/C=C/c1ccc(F)cc1)C1CCCCC1
3: Cc1ccc(OCC(=O)N2CCN(S(=O)(=O)c3ccc(Cl)cc3)CC2)c([N+](=O)[O-])n1
4: CC(C)(C)c1ccc(OCCNC(=S)Nc2ccccc2)cc1
5: COC(=O)c1sc(-c2ccc(Cl)cc2)cc1N
6: CC1CC(C)CN(C(=O)c2cc(-c3ccccn3)nc3ccccc23)C1 (centres undefined)
7: Cc1nnc2sc(-c3cccc(NC(=O)c4ccc(-c5cccc(Cl)c5)o4)c3)nn12
8: Cc1cc(N)n(-c2ccc([N+](=O)[O-])cc2)n1
screen / no.,1,2,3,4,5,6,7,8
PPC-1+TRAIL kill,11,8,2,19,10,0,.,14
KCC2 mod,-0.033,12*,-0.29,-0.65,0.011,0.43,0.026,0.62
EBV gp42 block,-7,-6,-14,13,-6,-10,.,-14
TRPML3 agonist,0.5,0.1,-0.3,-0.1,-0.3,-0.1,1.1,0.5
Furin inh,-9,-7,-22,-15,-14,-5[20 µM],-25[20 µM],-25
Thrombin inh,4,2,-9,0,-4,3,.,-1
TbHK1 inh,-8,1,-14,19,-14,-9,-4,-13
TRPN1 ag,0.9,0.1,-0.8,0.5,-0.9,-1.1,-0.1,-1.2
Calpain2 inh,-47,-9,9,50,-30,-41,.,-10

Limited to KCC2 mod, TRPML3 agonist and EBV gp42 block (2 entries from above):
nr	Compound	KCC2 mod	TRPML3 agonist	EBV gp42 block
3	Cc1ccc(OCC(=O)N2CCN(S(=O)(=O)c3ccc(Cl)cc3)CC2)c([N+](=O)[O-])n1	-0.29	-0.3	-14
6	CC1CC(C)CN(C(=O)c2cc(-c3ccccn3)nc3ccccc23)C1 (centres undefined)	0.43	-0.1	-10

(more compounds)
9: CNCCCNCc1ccc(SC)cc1
10: Oc1ccccc1C1=Nc2ccccc2N=C(c2ccco2)C1
11: O=C(Nc1ccccc1)C1CCCCC1
12: Cc1ccc(NC(=O)c2cc(NC(=O)C3CC=CCC3C(=O)O)ccc2N2CCOCC2)cc1 (centres undefined)
13: CCC(C(=O)OCC(=O)Nc1ccc(Cl)c(S(=O)(=O)N(C)C)c1)c1ccccc1 (centres undefined)
14: Cc1cc(N)c2ccccc2n1
15: c1ccc(-c2noc(-c3ccc4c(c3)OCO4)n2)nc1
16: Cc1ccc2c(c1)NC(=O)C(CC(=O)NCCCN1CCc3ccccc3C1)O2 (centres undefined)
screen / no.,9,10,11,12,13,14,15,16
PPC-1+TRAIL kill,15,9,18,2,-30,2,87*[5 µM],-10
KCC2 mod,0.31,-0.026,1.3,0.41,-0.85,.,1,.
EBV gp42 block,-16,-8,-8,-12,6,-14,-9,-14
TRPML3 agonist,0.4,-0.7,0.2,-0.5,2.5,1.0,0.7,-0.2
Furin inh,-13[20 µM],-20[20 µM],-19[20 µM],-21,-4,-27,-17,-43
Thrombin inh,-19,-12,4,3,-6,-4,-18,-7
TbHK1 inh,-2,2,4,-3,31,-5,-5,-9
TRPN1 ag,0.1,-0.7,0.9,0.5,6.0,1.9,-0.1,-0.2
Calpain2 inh,-31,-256,16,26,59*,-13,-28,-38

17: COc1ccc(CCn2c(-c3ccncc3)n[nH]c2=S)cc1OC
18: O=C(COc1ccc(F)cc1)NN1C(=O)CSC1=S
19: O=S(=O)(c1ccccc1)N1C2CCC1CC(O)(c1cccnc1)C2 (centres undefined)
20: CCCc1ccc(Oc2cn[nH]c2-c2ccc(O)c(C)c2O)cc1
21: O=C(c1nc2ccccn2c1CN1CCN(c2ccccc2O)CC1)N1CCCC1
22: Cc1c(C(=O)O)oc2c1C(O)CCC2 (centres undefined)
23: O=C(COc1ccccc1)Nc1nnc(-c2ccc(Cl)s2)o1
24: COc1ccc(CCNC(=O)CC2SC(=NCCc3ccccc3)NC2=O)cc1 (centres undefined)
screen / no.,17,18,19,20,21,22,23,24
PPC-1+TRAIL kill,-5,-4,15,33,0,-5,-22,16
KCC2 mod,0.82,1.1,-0.12,0.27,0.35,.,.,-1.7
EBV gp42 block,7,-5,-31,3,0,-8,-8,-6
TRPML3 agonist,1.1,0.6,0.1,2.6,0.4,0.4,-0.2,-0.5
Furin inh,-2,-22,-32,-17,-14,-24,-9,-14
Thrombin inh,1,-6,-3,-3,1,0,0,-5
TbHK1 inh,-7,1,-1,10,-3,3,-10,3
TRPN1 ag,-0.9,1.6,0.9,1.1,1.0,0.9,-0.3,1.8
Calpain2 inh,15,52*,-3,53*,-22,20,-90,15

25: Cc1cccc(/C=N/NC(=O)C(C)Nc2cccc3ccccc23)n1 (centres undefined)
26: CC(C)OCC1Cn2c(nc3c2c(=O)n(C)c(=O)n3C)O1 (centres undefined)
27: CCc1cc(/C(Cc2csc(C)n2)=N/O)c(O)cc1O
28: O=C(OCC#CCSc1nnc(-c2ccncc2)o1)c1sc2ccccc2c1Cl
29: N#Cc1c(-c2ccco2)cc(-c2ccccn2)nc1N
30: Cc1cc(C)n(C(=O)c2cc3c(s2)CCCC3)n1
31: CC1=NN(c2nc(-c3ccc(C)cc3)cs2)C(=O)C1N=Nc1ccc2ccccc2c1 (centres undefined)
32: CCOC(=O)/C(=N\Nc1ccc(Br)cc1)N1CCN(c2ccccc2OC)CC1
screen / no.,25,26,27,28,29,30,31,32
PPC-1+TRAIL kill,36,13,17,26,2,28,10,13
KCC2 mod,.,.,-0.77,.,-1.7,0.53,.,1.1
EBV gp42 block,-7,0,-4,1,-4,-10,-21,10
TRPML3 agonist,2.1,0.9,1.7,0.9,0.5,0.5,0.9,-0.3
Furin inh,-13[20 µM],1,-15[20 µM],-2[20 µM],-35,-5[20 µM],-10[20 µM],-8
Thrombin inh,-1,-8,5,-1,-10,4,-5,8
TbHK1 inh,-18,-2,-4,-2,-12,3,-4,-6
TRPN1 ag,2.6,1.5,2.5,0.2,1.0,-0.4,1.2,-0.5
Calpain2 inh,-106,-15,13,21,i,3,-357,-21

33: COc1ccc(C2=NOC(C(=O)Nc3ccc(C)cc3)C2)cc1OC (centres undefined)
34: O=C(Nc1cccc(O)c1)c1cc(-c2ccco2)on1
35: O=C(CCSCc1ccccc1F)N1CCN(c2ccccn2)CC1
36: O=C(NCC1(c2ccccc2)CCCC1)c1ccccc1
37: O=C(Cc1cccs1)NCCCc1ccccc1
38: CCn1c(O)c(/C=N/n2cnnc2)sc1=S
39: COc1ccc(CNC(=O)C2CC(c3cccc(OC)c3)=NO2)cc1 (centres undefined)
40: O=C(O)CNC(=O)C12CC3CC(CC(Cl)(C3)C1)C2
screen / no.,33,34,35,36,37,38,39,40
PPC-1+TRAIL kill,-12,26,8,16,-2,1,6,34
KCC2 mod,0.0088,-0.38,-0.12,0,-0.22,0.11,-0.03,-0.36
EBV gp42 block,-11,-13,.,-12,-9,-3,-6,-12
TRPML3 agonist,-0.3,-1.0,0.4,-0.5,-0.1,1.8,-0.8,0.5
Furin inh,-38,-18[20 µM],-8,-21,-32,-19,-7,-18
Thrombin inh,1,3,-1,-1,-2,-9,-6,-4
TbHK1 inh,2,-4,-1,0,0,2,20,-2
TRPN1 ag,-0.2,-0.3,0.5,-1.5,0.1,1.9,-0.2,2.4
Calpain2 inh,19,-19,.,7,1,-6,0,-17

Reprinted, nos. 33–36
33: COc1ccc(C2=NOC(C(=O)Nc3ccc(C)cc3)C2)cc1OC (centres undefined)
34: O=C(Nc1cccc(O)c1)c1cc(-c2ccco2)on1
35: O=C(CCSCc1ccccc1F)N1CCN(c2ccccn2)CC1
36: O=C(NCC1(c2ccccc2)CCCC1)c1ccccc1
screen / no.,33,34,35,36
PPC-1+TRAIL kill,-12,26,8,16
KCC2 mod,0.0088,-0.38,-0.12,0
EBV gp42 block,-11,-13,.,-12
TRPML3 agonist,-0.3,-1.0,0.4,-0.5
Furin inh,-38,-18[20 µM],-8,-21
Thrombin inh,1,3,-1,-1
TbHK1 inh,2,-4,-1,0
TRPN1 ag,-0.2,-0.3,0.5,-1.5
Calpain2 inh,19,-19,.,7

The listing continues.
41: COc1cc2cc(Oc3ccc4ccc(=O)oc4c3)c(=O)oc2cc1O
42: Cc1cccnc1NC(=O)C1CCN(S(=O)(=O)c2cccs2)CC1
43: COc1cc(Cl)c(C)cc1NC(=O)CNC(=O)Cn1cnc2ccccc2c1=O
44: CN(C(=O)CSc1nc2ccccc2n1CCc1ccccc1)C1CCS(=O)(=O)C1 (centres undefined)
45: CCCOC(=O)c1c(NC(=O)CCCn2nc([N+](=O)[O-])c(Cl)c2C)sc(C(=O)OC)c1C
46: CCCCCn1c(-c2ccco2)nc2nc3ccccc3nc21
47: O=C(O)c1ccc(-n2c(=O)c3ccccc3c3ccccc3c2=O)cc1
48: O=C(Nc1cccc(C(=O)O)c1)/C(=C/c1ccc2c(c1)OCO2)NC(=O)c1cccc(Br)c1
screen / no.,41,42,43,44,45,46,47,48
PPC-1+TRAIL kill,4,8,10,11,24,-7,12,29
KCC2 mod,-0.57,0.28,-1.8,9.5*,0.9,.,.,0.029
EBV gp42 block,1,-8,-7,-13,0,-4,-12,9
TRPML3 agonist,0.1,1.5,0.1,-0.5,0.8,-0.7,0.5,0.6
Furin inh,-14,-14[20 µM],3[20 µM],-12,-11,-69,-18,-35
Thrombin inh,-5,2,3,-6,-1,0,-7,0
TbHK1 inh,-3,-10,1,-5,1,-26,1,-24
TRPN1 ag,0.8,-0.7,2.6,0.0,1.8,0.9,0.4,0.6
Calpain2 inh,-48,-25,-25,25,20,i,11,-67

49: Cc1cccc(C)c1NC(=O)N1CCCC1C(=O)Nc1ccc(-n2cnnn2)cc1 (centres undefined)
50: COc1ccc(-n2c(SCC(=O)NCc3cccs3)nc3[nH]ncc3c2=O)cc1
51: CN(Cc1ccc(OC(F)F)cc1)Cc1nc2c(Br)cc(Br)cc2c(=O)[nH]1
52: CCCOc1ccc(C(=O)NCC2OCCc3ccccc32)cc1OC (centres undefined)
53: CCCCCN(C(=O)CN1CCC(Cc2ccccc2)CC1)c1c(N)n(CCCC)c(=O)[nH]c1=O
54: CN1CC(c2ccccn2)C2(SC(=S)N(Cc3ccccc3)C2=O)C12C(=O)Nc1ccccc12 (centres undefined)
55: Cc1cc(C)c(S(=O)(=O)N2CCN(c3ccc([N+](=O)[O-])c(-n4nc(C)cc4C)c3)CC2)c(C)c1
56: CCN(c1ccccc1)S(=O)(=O)c1ccc2[nH]cc(C(=O)NCCOC)c(=O)c2c1
57: COc1cc(/C=N/NC(=O)CN2CCOCC2)ccc1OCc1ccccc1
screen / no.,49,50,51,52,53,54,55,56,57
PPC-1+TRAIL kill,14,8,26,.,-1,-2,16,3,14
KCC2 mod,0.39,0.058,1.3,-0.21,-1.2,-0.0077,.,-0.77,-0.18
EBV gp42 block,-28,-1,-15,-4,-23,-11,10,-27,0
TRPML3 agonist,-0.1,0.6,0.8,-0.2,1.0,0.2,-0.5,0.3,0.6
Furin inh,-22,-10,-16,-9,1,-12[20 µM],1[20 µM],-28[20 µM],-21
Thrombin inh,-16,-10,-10,6,-4,3,-3,1,3
TbHK1 inh,1,-5,3,0,13,-5,-8,-16,-13
TRPN1 ag,-0.9,0.2,0.7,-1.4,0.8,-0.5,0.9,-0.5,1.1
Calpain2 inh,-3,0,-5,11,9,18,-25,-16,-5
